High-throughput results from PubChem BioAssay.
Giardia killer = kills Giardia lamblia. activity change, % at 7.66 µM, hits read low. actives 0.15% (n = 340,000). Giardia lamblia trophozoite viability. AID 540267; in the data active = activity change below about -80%; inconclusive = between about -30% and that limit;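 note: parasites exposed to compound for two days anaerobically before the ATP read; % is set by controls: 0 for no effect and ±100 for the full control effect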
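Luminescence from cellular ATP indicates surviving trophozoites (100 cells/well) following 48 hrs anaerobic compound treatment at 37 deg C; signal develops 15-30 min at room temperature.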
TSHR antag = blocks TSH signaling through the human TSH receptor; AID 504810; TSHR-expressing cells, TSH-stimulated cAMP HTRF, 2 h; hits give low values; actives 0.2% (n = 330,000); activity change, negative = inhibition, % at 11.5 µM; P16473;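 active = activity change below a set negative limit, meaning inhibition stronger than a set level, cut at about -70% in these data; inconclusive = activity change between two set negative limits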; note: % is set by controls: 0 for no effect and ±100 for the full control effect
Target sequence (P16473 whole entry, looked up): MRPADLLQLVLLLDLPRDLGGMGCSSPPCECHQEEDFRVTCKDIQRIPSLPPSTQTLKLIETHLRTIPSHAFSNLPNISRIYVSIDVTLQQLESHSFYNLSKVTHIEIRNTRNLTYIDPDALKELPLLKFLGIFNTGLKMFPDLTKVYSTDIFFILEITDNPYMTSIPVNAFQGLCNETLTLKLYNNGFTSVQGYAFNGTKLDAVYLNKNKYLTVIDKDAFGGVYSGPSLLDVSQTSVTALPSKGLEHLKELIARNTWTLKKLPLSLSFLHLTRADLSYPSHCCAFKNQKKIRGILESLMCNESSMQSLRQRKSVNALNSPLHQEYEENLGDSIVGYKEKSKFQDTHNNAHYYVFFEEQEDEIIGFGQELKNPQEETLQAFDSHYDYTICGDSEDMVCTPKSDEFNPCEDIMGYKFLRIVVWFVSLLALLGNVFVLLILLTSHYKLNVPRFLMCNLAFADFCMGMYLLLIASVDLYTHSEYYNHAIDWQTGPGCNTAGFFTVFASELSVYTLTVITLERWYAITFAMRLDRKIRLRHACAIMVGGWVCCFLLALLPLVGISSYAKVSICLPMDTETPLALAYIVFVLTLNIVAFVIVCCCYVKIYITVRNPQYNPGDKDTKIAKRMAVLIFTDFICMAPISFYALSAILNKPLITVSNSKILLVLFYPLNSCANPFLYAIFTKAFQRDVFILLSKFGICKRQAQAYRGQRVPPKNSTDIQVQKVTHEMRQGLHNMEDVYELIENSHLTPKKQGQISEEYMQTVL
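TSHR-expressing cells were treated with compounds, then stimulated with TSH at EC80 (4nM final) for 2 hours at 37 deg C. Cellular cAMP was measured by HTRF competition between lysate cAMP and cAMP-d2 for a cryptate-labelled anti-cAMP antibody.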
TCR act = T cell receptor activation. Potency, µM (series often up to 9.22 µM), without a hit: at the highest dose activation of IL-2 secretion, most hits filed as activators. primary human leukocytes, anti-CD3, IL-2 HTRF, 48 h. 330,000 tested, under 10 active; note: % of control where 0% means no effect
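IL-2 produced over 48 hr by a-CD3 bead-stimulated primary human leukocytes exposed to compounds was detected with a homogeneous time-resolved FRET immunoassay, 665nm acceptor signal after 320nm excitation.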
BCR signal inh = chronic active BCR signaling inhibition. ABC-DLBCL IkBa-CBG/CBR reporter, luminescence ratio, 4 h. Potency, µM (top dose mostly 46.1 µM), inactives show at the highest dose ratio change, negative = lower green/red ratio, hits mostly inhibitors. actives 0.05% (n = 340,000); active = well fitted inhibition curve with a large enough effect in the signal ratio, with a control signal flat, not every such curve was filed as active; inconclusive = small, poorly fitted or top-dose-only effect, or effect the other way, or a change in a side signal; the % refers to the signal ratio;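 note: potency is the fitted concentration of half-maximal effect; plate controls were basal doxycycline-induced cells for no effect and cells given 10 µM MG132 for full effect; MG132 reads +100%, hits lower the ratio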
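TMD8 human ABC-DLBCL cells with doxycycline-inducible IκBα–green luciferase fusion and unfused red luciferase, in 0.5% FBS medium; compounds up to 46 uM, 4 h at 37C. Green/red luminescence ratio, filter-overlap corrected, fitted to concentration-response curves.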
Coupling enz = inhibits coupling enzyme system, counter-screen for aldolase hits. activity change, negative = inhibition, % at 58.2 µM, hits read low. actives 0.67% (n = 290,000). coupling enzyme system counterscreen, AmpLite Red fluorescence; in the data active = activity change below about -30%; note: % is set by controls: 0 for no effect and ±100 for the full control effect
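Coupling enzymes only (glyceraldehyde-3-phosphate) + compound, at 57.5 uM final, 10 min RT; add substrate/coupling/AmpLite Red mix, 20 min RT; fluorescence ex 525/em 598 nm. Actives flag coupling-system interference.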
AT treatment = potential ataxia-telangiectasia treatments restoring KAP-1 phosphorylation; […] A-T fibroblasts, KAP-1 phosphorylation AlphaLISA; neocarzinostatin DNA damage 30 min before lysis; actives 0.19% (n = 320,000); Potency, µM (series often up to 57.5 µM), inactives show at the top dose activation, most hits filed as activators; note: potency is the fitted concentration of half-maximal effect; % of control where 0% means no effect; nearly all actives have a fitted effect of over 45% in size
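hTERT-immortalized A-T patient fibroblasts ([…]), 500 cells/well in OPTI-MEM, 1% FBS, got compounds for 60 min, then NCS for 30 min at 37C. Lysates were then assayed for phospho-KAP-1 by AlphaLISA (anti-pKAP1 donor, anti-KAP1 acceptor beads), 6 hr at 25C.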
KCNH2 WT inh = blocks the wildtype human KCNH2 potassium channel; Q12809; U2OS, BacMam KCNH2, thallium flux FluxOr; hits give low values; activity change, % at 1.84 µM; actives 0.37% (n = 340,000);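 active = maximum activity change below -70%; inconclusive = maximum activity change between -70% and -50%; inactive = maximum activity change above -50%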; note: % is set by controls: 0 for no effect and ±100 for the full control effect
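U2OS cells transduced with wild-type KCNH2 virus are loaded with FluxOr dye for 45 min, and thallium flux is measured in kinetic reads before and after stimulation buffer. Rate constants are normalized to DMSO controls.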
Tb PFK block = inhibitors of T. brucei phosphofructokinase | T. brucei PFK, ADP-Glo luminescence | Potency, µM (doses to about 57.5 µM), for inactives: at the highest dose activity, negative = inhibition, most hits filed as inhibitors | actives 0.17% (n = 330,000) | AID 485367;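 note: potency is the fitted concentration of half-maximal effect; 0% = uninhibited 1x PFK enzyme wells and -100% = no-enzyme wells; nearly all actives have a fitted effect of over 60% in size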
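PFK 1.25 nM, F6P 0.5 mM, ATP 0.1 mM, 0.1 M TEA pH 8.0, 5 mM MgCl2, 0.01% Tween20, 0.1% BSA; 45 min RT. ADP-Glo readout. qHTS titration up to 57 uM; curves fitted, compounds curve-classed.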
GALK inhibitor = galactokinase (human) inhibition; actives 0.007% (n = 270,000); Potency, µM (top dose mostly 57.5 µM), without a hit: at the highest dose activity change, negative = inhibition, usual class: inhibitors; Purified GALK, Kinase-Glo residual ATP luminescence; note: potency is the fitted concentration of half-maximal effect; % is set by controls: 0 for no effect and ±100 for the full control effect
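GALK at 5 nM final was combined with compound, 35 uM ATP and 100 uM galactose in HEPES pH8.0 with MgCl2 and DTT. The reaction ran one hour at room temperature before luminescent ATP detection.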
MLL CXXC-DNA inh = inhibitors of human MLL CXXC domain-DNA interaction. AID 2662. actives 0.037% (n = 290,000). MLL-CXXC / FITC-HOXA9 DNA fluorescence polarization. Q03164. Potency, µM (doses to about 115 µM), for inactives: at the top dose activity change, negative = inhibition, actives largely listed as inhibitors; active = well fitted inhibition curve with a large enough effect in the polarisation, with a control signal flat, not every such curve was filed as active; inconclusive = small, poorly fitted or top-dose-only effect, or effect the other way, or a change in a side signal; inactive = no such curve, though single readings can be large or run the other way; the % refers to the polarisation; note: potency is the fitted concentration of half-maximal effect
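Fluorescence polarization: 7 uM MLL-CXXC (stock) preincubated 5 min with compounds, then 50 nM fluorescein-HOX-A9 DNA (stock) added; 30 min ambient. Buffer 50 mM Tris-HCl pH 7.5, 50 mM NaCl, 1 mM DTT, 0.05% BSA.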
Numbers without * were called inactive; ? = inconclusive; . = no result given; [ ] = dose if it differs, or a comment. Unless noted, calls come from the whole dose curve; as a rule, active = well fitted curve in the direction sought with a large enough effect; inconclusive = small, poorly fitted or top-dose-only effect, or another doubt; inactive = no such curve, though single readings can be large; an effect the other way counts as inactive or inconclusive.

mol	Giardia killer	TSHR antag	TCR act	BCR signal inh	Coupling enz	AT treatment	KCNH2 WT inh	Tb PFK block	GALK inhibitor	MLL CXXC-DNA inh
Cc1ccc(C)c(CNS(=O)(=O)c2c(C)[nH]c(C)c2C(=O)N2CCCC2)c1	-13	-10	12%	15%	1	4%	-6	0%	-2%	5%
Cc1ccc(-n2nc3c(N4CCC(C(=O)NCCc5cccs5)CC4)nnc(C)c3c2C)cc1	-28	-6	2%	3%	.	-18%	22	0%	5%	45%[activator]
COc1ccccc1-n1cnnc1SCC(=O)c1c[nH]c2ccccc12	11	9	-1%[46.1 µM]	?	1	11%	3	3%	0%	4%
CN(/N=C\c1ccc(O)c(O)c1)c1nc(-c2ccccc2)cc(-c2ccccc2)n1	-20	14	-10%	0%	-5	-3%	-10	3%	.	1%
C#CCn1ccc(O)c(Cc2ccccc2)c1=O	-3	-4	3%	5%	0	-24%	3	1%	-1%	4%
Cc1cc(Br)ccc1NC(=S)NCCc1ccccc1	-21	4	-2%	0%	.	-2%	5	2%	-3%	-5%
CC1SC(c2ccccc2Cl)NC1=O (stereo not drawn)	10	1	4%	-17%	0	.	0	0%	3%	8%
CCn1c(N)[n+](CC(=O)Nc2ccc(SC(F)F)cc2)c2ccccc21	-16	-1	4%	0%	-3	-14%	-36	5%	-2%	4%
Cc1nn(CC(=O)Nc2cccc(C(F)(F)F)c2)c(=O)c2cccn12	-19	8	3%	1%	.	2%	-2	4%	-4%	-4%
CCCCCCc1c(C)c2ccc(OCC(=O)N3CCC[C@H]3C(=O)O)c(C)c2oc1=O	8	-15	12%	23%	1	3%	-1	0%	.	-20%
CN1C2CCC1/C(=C\c1ccccc1)C(=O)/C2=C\c1ccccc1	3	-7	.	6%	3	0%	12	2%	-6%	2%
CC(CC(=O)Nc1cc([N+](=O)[O-])ccc1Cl)c1ccccc1 (stereo not drawn)	25	-1	3%	?	-6	-1%	-15	-2%	0%	-8%
CCOC(=O)c1c(CSc2ccccc2)oc2ccc(O)cc12	-4	-14	4%[46.1 µM]	?	-1	1%	-1	-3%	1%	-9%
COc1ccc(CNC(=O)c2cc(SC)ccc2Cl)cc1OC	-6	-5	-3%	-3%	1	0%	.	-1%	1%	-3%
COc1ccc(C2CC(C(F)(F)F)n3nc(C(=O)NCCN4CCOCC4)cc3N2)cc1 (stereo not drawn)	-1	5	5%	-2%	5	10%	-4	-1%	2%	-15%

By substructure, the entries above containing an NH in an aromatic ring (two)
mol	Giardia killer	TSHR antag	TCR act	BCR signal inh	Coupling enz	AT treatment	KCNH2 WT inh	Tb PFK block	GALK inhibitor	MLL CXXC-DNA inh
Cc1ccc(C)c(CNS(=O)(=O)c2c(C)[nH]c(C)c2C(=O)N2CCCC2)c1	-13	-10	12%	15%	1	4%	-6	0%	-2%	5%
COc1ccccc1-n1cnnc1SCC(=O)c1c[nH]c2ccccc12	11	9	-1%[46.1 µM]	?	1	11%	3	3%	0%	4%

Continued.
mol	Giardia killer	TSHR antag	TCR act	BCR signal inh	Coupling enz	AT treatment	KCNH2 WT inh	Tb PFK block	GALK inhibitor	MLL CXXC-DNA inh
COc1ccc(Cl)cc1NS(=O)(=O)c1cccc(C(=O)NCC(c2ccco2)N(C)C)c1 (stereo not drawn)	22	8	-3%	0%	.	4%	14	1%	-6%	7%
Cc1ccc(NC(=S)/C(=C(\[O-])c2ccc(C)c([N+](=O)[O-])c2)[n+]2ccccc2)cc1C	.	10	.	1%	2	4%	.	16%	-2%	7%
O=C(Nc1cc(S(=O)(=O)N2CCOCC2)ccc1-n1cncn1)c1ccc(Cl)cc1	-13	-4	-3%	1%	0	-3%	29	-2%	3%	5%
CC(=O)Nc1cccc(NS(=O)(=O)c2ccccc2[N+](=O)[O-])c1	4	13	0%	-7%	-3	2%	4	-20%	5%	4%
O=C(CSc1nc2ccccc2o1)N1CCN(c2ccccc2)CC1	8	.	-6%	.	2	.	-5	.	2%	-1%
Cc1ccc2nc(CSc3nnc4ccccn34)cc(=O)n2c1	11	26	0%	0%	0	1%	-7	4%	-1%	6%
O=C1C2C3C=CC([C@@H]2C(=O)N1C1CC1)[C@H]1C(=O)N(C2CC2)C(=O)C31 (stereo partly drawn)	-4	11	-8%	-1%	0	-2%	0	-1%	2%	2%
CC1CCN(C(=O)c2ccc(N3C(=O)C4CCC(C)CC4C3=O)cc2)CC1 (stereo not drawn)	5	-7	-3%	11%	12	3%	-3	-6%	-3%	-4%
COc1ccc(N2C(=O)CC(N3CCOCC3)C2=O)cc1 (stereo not drawn)	3	2	1%	-18%	4	4%	6	25%	0%	1%
Cc1ccc(-c2noc(C3CCN(C(=O)Nc4ccc(C#N)cc4)CC3)n2)o1	2	-10	4%	-5%	1	2%	4	1%	0%	6%
CCOCC(=O)Nc1cccc(OC)c1	-7	-1	-3%[46.1 µM]	?	1	-4%	3	0%	0%	3%
O=C(CN(Cc1ccco1)C(=O)Cn1nnc(-c2cccs2)n1)NCC1CCCO1 (stereo not drawn)	-7	2	9%	-12%	-1	3%	-2	-4%	0%	8%
O=C(NC1CCN(Cc2ccccc2)CC1)c1c(F)cccc1F	-30	17	2%[46.1 µM]	0%	3	-4%	17	2%	0%	10%
Cc1cccc(CCN(CC(=O)NCc2ccc(F)cc2)C(=O)c2csnn2)c1	-1	2	-5%	-1%	2	5%	-3	-1%	20%	-9%
CC(Oc1ccc2c3c(c(=O)oc2c1)CCCC3)C(=O)NCc1ccccn1 (stereo not drawn)	27	30	3%	1%	.	10%	-2	-1%	0%	12%

Among those listed so far, these have a nitro group on carbon.
mol	Giardia killer	TSHR antag	TCR act	BCR signal inh	Coupling enz	AT treatment	KCNH2 WT inh	Tb PFK block	GALK inhibitor	MLL CXXC-DNA inh
CC(CC(=O)Nc1cc([N+](=O)[O-])ccc1Cl)c1ccccc1 (stereo not drawn)	25	-1	3%	?	-6	-1%	-15	-2%	0%	-8%
Cc1ccc(NC(=S)/C(=C(\[O-])c2ccc(C)c([N+](=O)[O-])c2)[n+]2ccccc2)cc1C	.	10	.	1%	2	4%	.	16%	-2%	7%
CC(=O)Nc1cccc(NS(=O)(=O)c2ccccc2[N+](=O)[O-])c1	4	13	0%	-7%	-3	2%	4	-20%	5%	4%

More entries.
| molecule | Giardia killer | TSHR antag | TCR act | BCR signal inh | Coupling enz | AT treatment | KCNH2 WT inh | Tb PFK block | GALK inhibitor | MLL CXXC-DNA inh |
| --- | --- | --- | --- | --- | --- | --- | --- | --- | --- | --- |
| Cc1ccc(C(=O)CCC(=O)Nc2cc(C)ccn2)cc1 | -20 | 3 | 3% | 3% | . | 11% | -5 | 0% | . | . |
| O=C(CSc1ncnc2sc3c(c12)CCCC3)N1CCC(c2noc3ccc(F)cc23)CC1 | -1 | 31 | 2% | ? | -1 | -7% | -1 | 1% | 2% | 18% |
| O=C(NCCC1=CCCCC1)C1CCN(S(=O)(=O)c2ccccc2C(F)(F)F)CC1 | 2 | -12 | 8% | 3% | . | 7% | -10 | 7% | . | . |
| CC(C(=O)NC(C)(C)C)N1C(=O)c2cccc3cccc(c23)C1=O (stereo not drawn) | 2 | -5 | 1% | 0% | 1 | 1% | 2 | -1% | -2% | 0% |
| CCCSc1nc(C)cc(C)c1S(C)(=O)=O | -2 | 0 | 0% | ? | -1 | 1% | -1 | -2% | 0% | 2% |
| CC(CNC(=O)c1cncc(O)c1)NC(=O)c1cncc(O)c1 (stereo not drawn) | -20 | 5 | 3% | 3% | -9 | 10% | -1 | -3% | 6% | -6% |
| CC(=O)NC1=C(C#N)C(c2ccccc2)c2c(ccc3ccccc23)O1 (stereo not drawn) | -14 | 14 | 0% | ? | -11 | -4% | 1 | 5% | 0% | -1% |
| CC(=O)Nc1ccc(S(=O)(=O)NCCC(=O)NNC(=O)c2ccncc2)cc1 | -7 | 5 | 6% | 6% | . | 5% | -1 | 0% | . | . |
| CCOC(=O)N1CCN(C(=O)CN(c2ccccc2)S(C)(=O)=O)CC1 | 11 | 1 | -4% | 1% | 2 | 0% | 0 | 0% | 0% | 0% |
| COc1cccc(NC(=O)CSc2nnc(C3CCCCC3)n2N)c1 | 6 | . | . | 0% | . | 6% | 4 | 0% | . | . |

Single values from the results shown.
Giardia killer, Cc1ccc(C(=O)CCC(=O)Nc2cc(C)ccn2)cc1 stands at -20
TCR act, CCCSc1nc(C)cc(C)c1S(C)(=O)=O stands at 0%
